USP1-UAF1 inh = USP1/UAF1 (human) deubiquitinase inhibition. O94782. recombinant USP1/UAF1, Ub-Rhodamine cleavage fluorescence. Potency, µM (highest dose often 57.1 µM), for inactives: at the top dose activity change, negative = inhibition, hits mostly inhibitors. hit rate 0.23% among 390,000. AID 743255; note: potency is the fitted concentration of half-maximal effect; % is set by controls: 0 for no effect and ±100 for the full control effect; nearly all actives have a fitted effect of over 60% in size; inactives centre near -12
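In this screen, compounds sit with the deubiquitinase complex (1nM) for 15 min at room temperature before Ub-Rho is added at 150nM final. Fluorescence rise is then followed for 6 reads every 60 seconds.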
mIDH1 inhibitor = inhibitors of human mutant IDH1 R132H. O75874. IDH1-R132H enzyme, NADPH consumption, diaphorase/resazurin fluorescence. Potency, µM (highest dose often 76.6 µM), inactives show at the highest dose activity change, negative = inhibition, hits mostly inhibitors. hit rate 0.093% among 390,000. AID 602179; note: potency is the fitted concentration of half-maximal effect; % is set by controls: 0 for no effect and ±100 for the full control effect; nearly all actives have a fitted effect of over 65% in size
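IDH1-R132H (0.5 ug/mL dispensed) in pH 7.5 Tris buffer was preincubated 30 min with compound, then given a substrate mix of 0.016 mM NADPH and 2 mM alpha-KG for 80 min at room temperature; remaining NADPH was read by diaphorase/resazurin fluorescence.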
HP1b chromo inh = HP1-beta chromodomain-methylated histone interaction inhibition | P83916 | AlphaScreen HP1-beta / biotin-H3K9me3 peptide binding | Potency, µM (series often up to 114 µM), inactives show top-dose activity change, negative = inhibition, most hits filed as inhibitors | hit rate 0.56% among 390,000 | AID 540317; note: potency is the fitted concentration of half-maximal effect; nearly all actives have a fitted effect of over 70% in size; inactives centre near 23
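Compound inhibition of the preformed complex between 50 nM HP1-beta and 50 nM biotinylated H3K9me3 peptide was read by AlphaScreen. Buffer was PBS pH 7.4 with 0.01% Tween-20. Incubations ran 30 min at room temperature, with 10 ug/mL donor/acceptor beads.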
TrxR1 substrate = rat thioredoxin reductase 1 substrate activity; O89049; purified TrxR1 substrate turnover, NADPH consumption readout; Potency, µM (titrated, usually from 114 µM), without a hit: at the top dose activity change, negative = substrate turnover; hit rate 0.01% among 390,000; AID 588456; note: potency is the fitted concentration of half-maximal effect; % is set by controls: 0 for no effect and ±100 for the full control effect; nearly all actives have a fitted effect of over 50% in size
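Rat TrxR1, dispensed at 90 nM, was prereduced with 400 uM NADPH (final) for 5 min at ~22 deg C, then incubated with compound 15 min before 400 uM selenite. A first-read NADPH fluorescence drop versus no-compound background flagged substrates.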
PGK inhibitor = blocks T. brucei phosphoglycerate kinase | P07378 | PGK/GAPDH coupled, Kinase-Glo luminescence, 60 min | Potency, µM (top dose mostly 57.5 µM), inactives show at the highest dose activity change, negative = inhibition, most hits filed as inhibitors | hit rate 0.043% among 380,000 | AID 602233; note: potency is the fitted concentration of half-maximal effect; % is set by controls: 0 for no effect and ±100 for the full control effect; nearly all actives have a fitted effect of over 60% in size
Target sequence (P07378 whole entry, looked up): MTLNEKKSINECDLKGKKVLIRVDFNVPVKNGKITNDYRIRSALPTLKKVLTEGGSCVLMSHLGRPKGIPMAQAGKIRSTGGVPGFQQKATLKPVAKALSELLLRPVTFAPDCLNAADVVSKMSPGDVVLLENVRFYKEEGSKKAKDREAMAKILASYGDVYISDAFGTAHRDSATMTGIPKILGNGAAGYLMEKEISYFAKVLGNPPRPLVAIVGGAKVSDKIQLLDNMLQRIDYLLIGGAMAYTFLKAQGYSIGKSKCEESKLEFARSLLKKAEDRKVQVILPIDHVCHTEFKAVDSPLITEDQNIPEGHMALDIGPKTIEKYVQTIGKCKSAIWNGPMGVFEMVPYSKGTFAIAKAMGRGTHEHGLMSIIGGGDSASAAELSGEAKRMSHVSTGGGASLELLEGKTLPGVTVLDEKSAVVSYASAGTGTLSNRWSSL
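Luminescent ATP detection (Kinase-Glo Plus) follows a 60-minute room-temperature incubation, with wells lacking PGK as controls. Buffer: 100 mM TEA (pH 7.6), 5 mM MgCl2, 0.01% Tween-20. Coupling enzyme GAPDH (100 nM final) supplies unstable 1,3-BPG in-well.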
Pin1 inhibitor = blocks the human prolyl isomerase Pin1. Pin1 FP peptide displacement, HiFluor488, 10 min. Potency, µM (doses to about 115 µM), for the others: top-dose activity, negative = inhibition, most hits filed as inhibitors. hit rate 0.009% among 390,000. AID 504891; active = well fitted inhibition curve with a large enough effect in the polarisation, with a control signal flat, not every such curve was filed as active; inconclusive = small, poorly fitted or top-dose-only effect, or effect the other way, or a change in a side signal; inactive = no such curve, though single readings can be large or run the other way; the % refers to the polarisation; note: potency is the fitted concentration of half-maximal effect; % is set by controls: 0 for no effect and ±100 for the full control effect
Target sequence (Q13526 whole entry, looked up): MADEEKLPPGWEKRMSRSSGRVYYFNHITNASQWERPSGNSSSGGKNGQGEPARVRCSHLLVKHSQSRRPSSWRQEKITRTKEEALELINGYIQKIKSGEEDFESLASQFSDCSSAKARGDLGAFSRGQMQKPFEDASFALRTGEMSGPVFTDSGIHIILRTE
TrxR1 inh = rat TrxR1 inhibition | O89049 | recombinant rTrxR1, NADPH fluorescence consumption, selenite substrate | Potency, µM (top dose mostly 114 µM), for inactives: at the highest dose activity change, negative = inhibition, hits mostly inhibitors | hit rate 1% among 390,000 | AID 588453; note: potency is the fitted concentration of half-maximal effect; % is set by controls: 0 for no effect and ±100 for the full control effect; nearly all actives have a fitted effect of over 65% in size
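Rat TrxR1 (90 nM in the dispensed reagent) was pre-reduced with 400 uM NADPH for 5 min at room temperature, then incubated with compound for 15 min. After 400 uM selenite was added, NADPH fluorescence (Ex 340/Em 450 nm) was followed for 8 min.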
PI4K2A inh = inhibitors of human PI4K2A. Q9BTU6. purified PI4K2A, ADP-Glo luminescence, 1 h; hits give low values. activity change, negative = inhibition, % at 76.9 µM. hit rate 0.13% among 420,000. AID 1346378; in the data active = activity change below about -50%; inconclusive = mostly about -30% to -49%;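 note: -100% = wells without enzyme as full effect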
Target sequence (Q9BTU6 whole entry, looked up): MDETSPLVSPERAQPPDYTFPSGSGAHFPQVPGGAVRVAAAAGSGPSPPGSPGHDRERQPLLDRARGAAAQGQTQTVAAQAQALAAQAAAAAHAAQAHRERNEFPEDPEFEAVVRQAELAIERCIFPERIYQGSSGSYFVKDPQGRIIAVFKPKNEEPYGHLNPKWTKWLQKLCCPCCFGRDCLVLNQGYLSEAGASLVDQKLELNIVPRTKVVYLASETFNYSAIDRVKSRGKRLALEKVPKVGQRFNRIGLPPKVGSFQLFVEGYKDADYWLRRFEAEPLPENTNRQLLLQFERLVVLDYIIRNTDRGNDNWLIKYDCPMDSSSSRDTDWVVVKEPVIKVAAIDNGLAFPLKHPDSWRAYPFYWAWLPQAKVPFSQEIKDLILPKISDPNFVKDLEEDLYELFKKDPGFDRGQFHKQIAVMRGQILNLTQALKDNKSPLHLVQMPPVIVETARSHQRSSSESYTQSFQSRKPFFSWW
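Compounds are screened against recombinant PI4K2A using PI as substrate and ATP, the latter dispensed at 300 microM. Reactions run one hour at ambient temperature before ADP-Glo detection; full inhibition defined by wells lacking enzyme.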
GLS inh = blocks human kidney-isoform glutaminase activity. GLS enzymatic activity, qHTS titration. O94925. AID 624170. hit rate 0.21% among 410,000. Potency, µM (titrated, usually from 45.5 µM), without a hit: top-dose activity change, negative = inhibition, actives largely listed as inhibitors; note: potency is the fitted concentration of half-maximal effect; % is set by controls: 0 for no effect and ±100 for the full control effect
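Human kidney-isoform GLS in 45 mM KH2PO4 pH 8.2, 0.02% Tween-20, with compound, started with 1mM L-Glutamine (added stock). Glutamate oxidase/HRP/Amplex red coupled fluorescence read at start and after 30 min at RT.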
* marks the source's active call; other numbers are inactive results; i = inactive; ? = inconclusive; . = no result given; & = joins results of further samples; [ ] = dose if it differs, or a comment. Unless noted, calls come from the whole dose curve; as a rule, active = well fitted curve in the direction sought with a large enough effect; inconclusive = small, poorly fitted or top-dose-only effect, or another doubt; inactive = no such curve, though single readings can be large; an effect the other way counts as inactive or inconclusive.

USP1-UAF1 inh | mIDH1 inhibitor | HP1b chromo inh | TrxR1 substrate | PGK inhibitor | Pin1 inhibitor | TrxR1 inh | PI4K2A inh | GLS inh | Compound
-18% | 14% | 53%[activator] | 6% | -7% | -10% | 8% | -3 | -4% | O=C(C1CC1)N1CCN=C1SCc1ccc(F)cc1
14% | 10% | 30% | -1%[57.1 µM] | 4% | 6% | -5%[57.1 µM] | 1 | ? | NNC(=O)c1ccc(OCC2CC(c3ccc(Cl)cc3)=NO2)cc1 (configuration not stated)
-20%&-11% | 0%&-11% | 27%&1% | -1% | -2% | -2%&-11% | 4% | 10&0 | -11%&-10% | O=C(NCCCN1CCOCC1)c1ccc2c(c1)N(Cc1ccccc1)C(=O)c1ccccc1S2
-30% | -5% | 8% | 4% | -1% | -1% | 31% | -3 | -5% | COc1ccccc1OCC(=O)NCC(c1ccc(Cl)cc1)N1CCCCC1 (configuration not stated)
-4% | -10% | 44%[activator] | -5% | -9% | -14% | 10% | -3 | -1% | COc1ccc(N(CC(=O)N2CCN(Cc3ccccc3)CC2)S(C)(=O)=O)cc1OC
-2% | -1% | 11% | 6%[57.1 µM] | -1% | 3% | 9%[57.1 µM] | -7 | 0% | C#CCNC(=O)C1CCN(c2cc(C)nc(-c3ccccc3)n2)CC1
-20% | 2% | 15% | 2%[57.1 µM] | -7% | -6% | 8%[57.1 µM] | 2 | -1% | CC(C)(C)NC(=O)COC(=O)c1ccc(NC(=O)CC#N)cc1
-18% | 2% | -18% | -23%[57.1 µM] | -10% | -4% | 6%[57.1 µM] | -16 | -6% | COc1ccc(/C=N/NC(=O)c2ccccc2F)cc1CN1CCN(c2ccc(F)cc2)CC1
-19% | 2% | 33%[57 µM] | 11% | i | -1% | -3% | 3 | -1% | COc1cccc(CN2CCNC(=O)C2CC(=O)NCc2cn3cccc(C)c3n2)c1OC (configuration not stated)
-10% | -11% | 44%[activator] | 0% | i | 1% | 7% | -3 | 2% | CCOc1ccc(CCNC(=O)c2c(C)oc3ncn(C)c(=O)c23)cc1
-14% | 1% | 38% | -6% | 12% | 4% | 9% | 0 | 16% | Nc1cc(Cl)ccc1Oc1ccccc1
-21% | 8% | 52%[activator] | -9% | 6% | ? | 13% | 2 | 0% | O=S(=O)(c1c(F)cccc1F)N(CCc1ccc(F)cc1)C[C@@H](O)COCc1ccccc1
-17% | 2% | -20% | -3% | 2% | 1% | -20% | 2 | 1% | CCc1cc(C(=O)NNC(=S)Nc2cc(C)ccc2C)cs1
14% | -9% | -3% | -4% | i | 20% | 9% | -7 | -12% | COc1ccc(CCNC(=O)c2nc(SCc3ccccc3F)ncc2Cl)cc1OC
5% | ? | 18% | 5%[57.1 µM] | -4% | 0% | 0%[57.1 µM] | 0 | 13% | CCOC(=O)C1=C(C)NC(SC(C)=O)=NC1c1ccc(OC(C)=O)c(OC)c1 (configuration not stated)
-12% | 9% | . | . | -8% | . | . | -12 | 6% | C[C@H](O)[C@@H]1C(=O)N2CCc3c([nH]c4ccccc34)[C@@H]2C[C@@H]1N(C)C(=O)Nc1cc(Cl)cc(Cl)c1
6% | 9% | 3% | 11% | -3% | 2% | 37%[activator] | -3 | 1% | Cc1ccccc1NC(=O)c1ccc(-n2cncn2)nc1
-20% | 9% | 25% | -7% | -11% | -6% | -12% | -14 | 3% | Cc1onc(-c2ccccc2)c1C(=O)NCCN1CCOCC1
-11% | -5% | 64%[activator] | -3% | 4% | -2% | -2% | 4 | 29% | C=CCOC(=O)c1ccc(N2CCN(c3ccccc3)CC2)nc1
-32% | 3% | 24% | 5% | -10% | 11% | 7% | -12 | 3% | C#CCNC(=O)C1=C[C@@H](c2ccc(C#C)cc2)C[C@@H](OCc2ccc(CO)cc2)O1
-3% | 6% | -8% | 8%[57.1 µM] | -6% | -9% | 13%[57.1 µM] | -5 | -13% | COc1cc2c3c(c1)c(C1=NC(=S)NC1=O)c(O)n3C(C)(C)C=C2C
-1% | 5% | -10% | 3%[57.1 µM] | 0% | -1% | 23%[57.1 µM] | -7 | -6% | Cc1cc(C)c(-c2c(O)c3cccnc3n(C)c2=O)c(C)c1
-28% | -1% | 54%[activator] | 20% | -6% | 0% | ? | 4 | -4% | CCOC(=O)c1ccn(-c2nc(-c3ccco3)cc(C(F)(F)F)n2)n1
-10% | -9% | 15% | 0%[57.1 µM] | 4% | -1% | 0%[57.1 µM] | 1 | 0% | Nc1nc2ncc(-c3ccsc3)c(N)n2n1
-8% | 8% | 28% | -10% | 6% | 4% | -17% | 3 | 0% | Cc1ccc(C(=O)NCCCc2ccccc2)c(Cl)c1
0% | -4% | 14% | 5% | -1% | 2% | 15% | -1 | 1% | COc1cc(OC)c2c(-c3cccc(-c4ccc(OC)c(OC)c4)c3)cc(=O)oc2c1
3% | 8% | 8% | -8% | -3% | -3% | 3% | -1 | 1% | CCCCCC(=O)N(Cc1ccccc1)c1c(N)n(CCOC)c(=O)[nH]c1=O
-18% | 19% | ? | -12% | 9% | ? | -12% | -3 | 16% | O=[N+]([O-])c1ccc(N/N=C/c2ccc[nH]2)cc1
-2% | 1%[38.3 µM] | 22% | -3% | 2% | 1% | -16% | -2 | 17% | CC(C)NC(=O)Nc1ccc2c(c1)C(=O)N([C@H](C)CO)C[C@H](C)[C@@H](CN(C)C(=O)NC(C)C)O2
-26% | 2% | 32% | -5% | 4% | -5% | -2% | 4 | 1% | CC(=O)N1CCN(C(=O)c2cc(S(=O)(=O)N(C)Cc3ccccc3)ccc2Cl)CC1
-5% | -2% | 10% | 0% | i | 3% | -21% | -3 | 5% | CC(=O)Nc1c(C(=O)O)oc2ccc(Cl)cc12
-13% | 11% | 49%[activator] | -6%[57.1 µM] | i | 7% | 2%[57.1 µM] | -1 | -3% | CN1CCC(N(CCc2ccccc2)C(=O)CCC(=O)O)CC1
-26% | 1% | ? | 8%[57.1 µM] | -1% | -13% | 3%[57.1 µM] | -15 | 6% | CC1CN(C2CCN(C(=O)c3ccccc3Cl)CC2)CC(C)O1 (configuration not stated)
-22% | -5% | 18% | -2% | -3% | 0% | 5% | -6 | -28% | Cc1ccc(S(=O)(=O)NCCC(=O)Nc2cc(S(=O)(=O)N(C)C)ccc2C)cc1C
-8% | 10% | 36% | 11% | i | -7% | 16% | 4 | 6% | CC(C)CCNC(=O)C1CC(=O)N(CCc2ccccc2)C1 (configuration not stated)
-6% | 0% | 14% | 5% | -1% | 3% | 2%[57.1 µM] | -2 | -1% | O=C(c1cnc2n(c1=O)CCS2)N1CCN(C(c2ccccc2)c2ccc(Cl)cc2)CC1 (configuration not stated)
-31% | 2% | 51%[activator] | -7% | -9% | 23% | 9% | 2 | 4% | COc1ccccc1CNS(=O)(=O)c1ccc(N2CCCC2)cc1Br
-12% | 2% | 4% | 2% | 6% | -1% | 13% | 1 | 3% | Cc1sc(NC(=O)CN2C(=O)NC3(CCCC3)C2=O)nc1-c1ccc(F)cc1
-15% | 20% | 33% | 0% | -2% | -8% | -28% | -3 | -5% | O=C(Oc1cc(Cl)cc(Cl)c1)c1cnc2n(c1=O)CCS2
-9% | 0% | 23% | -23%[57.1 µM] | -1% | 23% | 11%[57.1 µM] | 2 | -11% | O=C(CN1c2ccccc2Sc2ccccc21)N/N=C/c1ccccc1
-4% | 0% | 22% | 1% | -3% | -1% | 15% | 0 | 7% | CC(=O)Nc1nnc(SCC(=O)NC2CCCC2)s1
-1% | 5% | 11% | -5% | -4% | 3% | 3% | -2 | 14% | CSCC[C@H](NC(=O)NCCc1ccc(F)cc1)C(=O)O
-14% | 5% | 44%[activator] | -4% | -2% | 3% | -8% | -2 | 3% | O=C(C1CCCO1)N1CCN(C(=S)Nc2ccccc2F)CC1 (configuration not stated)
-14% | 0% | 27% | 2% | 4% | 1% | -12% | 3 | 4% | Cc1ccc(-c2nc(CSCC(=O)N3CCOCC3)c(C)o2)cc1
-7% | -14% | 4% | -2% | -1% | 3% | -8% | 3 | -1% | COc1ccc(S(=O)(=O)N(C)CC(=O)NCc2ccco2)cc1Cl
? | -6% | 22% | 0% | 0% | -3% | 15% | -2 | 14% | O=C(NCC(F)(F)F)c1nn(Cc2ccccc2)c(=O)c2ccccc12
-13% | -3% | -1% | -1%[11.4 µM] | -4% | 3% | 23%[2.29 µM] | 9 | 18% | O=C(c1ccco1)N1CCN(S(=O)(=O)c2cc(Cl)ccc2Cl)CC1
2% | -5% | 23% | -2%[57.1 µM] | -10% | 0% | 5%[57.1 µM] | -1 | 0% | Clc1cccc(Cl)c1NC1=NCCC1
-1% | 0% | 3% | -2% | -3% | -6% | 7% | 9 | -36% | COc1ccc(-c2c(-c3ccc(OCC(=O)NN)cc3O)n[nH]c2C)cc1
-16% | 7% | 5% | 5% | -10% | -1% | 25% | 2 | 6% | O=C(O)c1cccc(N2C(=O)c3cccc(Oc4ccc(Cl)cc4)c3C2=O)c1
1% | -22% | 17% | -1% | -4% | 0% | 17% | -3 | 0% | CN1CCC(N(C)C(=O)c2ccc(Cl)c(S(=O)(=O)Nc3ccc(Cl)cc3)c2)CC1
5% | -1% | 28% | -1% | i | -10% | 16% | 6 | 0% | CCOC(=O)COc1ccc(Oc2nc(C)cc(OC)n2)nn1
-23% | 19% | 28µM* | -7% | -13% | ? | -2% | -7 | 2% | COc1cc(N=Nc2cccc(S(N)(=O)=O)c2)c2ccccc2c1N

Screening data deposited in PubChem by National Center for Advancing Translational Sciences (NCATS).

Not all compounds are listed (hit frequency here may not be typical).
